H9c2 TAG inh – reduces triacylglycerol accumulation in H9c2 cells. Nile Red lipid (TAG) fluorescence; cells loaded with 200 µM oleic acid. inhibition, % at 12.5 µM. 230,000 tested, 0.66% active. AID 651582;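 active means pattern-corrected inhibition of lipid staining of at least 50% with the nuclear-stain viability signal not falling by more than 50%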;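 further: 0% = DMSO wells and 100% = triacsin C control wells; some results filed as inactive read as strong as hits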
H9c2 TAG inh DAPI viability – recorded beside H9c2 TAG inh, whose call it bears; DAPI nuclei signal change (viability), lower = more cytotoxic, %;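 whole-well DAPI fluorescence read on a plate reader as a viability signal; minus 50 percent equals half of cells still viable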
* marks the source's active call; other numbers are inactive results. This is a subset. The share of hits here may be higher or lower than overall.

Sample of the layout, 3 compounds:
SMILES	H9c2 TAG inh	H9c2 TAG inh DAPI viability
CCOC(=O)C1CCCN(S(=O)(=O)c2cc3[nH]c(=O)c(=O)[nH]c3cc2C)C1 (stereo unspecified)	-4.5	-8.6
COc1ccc(CCn2nnnc2CN2CCN(C(=O)c3ccco3)CC2)cc1OC	3.4	-4.6
Nc1c(C(=O)NC2CCCC2)c2nc3ccccc3nc2n1/N=C/c1ccco1	27.5	94.5

All compounds of this part, repeating the preview:
SMILES	H9c2 TAG inh	H9c2 TAG inh DAPI viability
CCOC(=O)C1CCCN(S(=O)(=O)c2cc3[nH]c(=O)c(=O)[nH]c3cc2C)C1 (stereo unspecified)	-4.5	-8.6
COc1ccc(CCn2nnnc2CN2CCN(C(=O)c3ccco3)CC2)cc1OC	3.4	-4.6
Nc1c(C(=O)NC2CCCC2)c2nc3ccccc3nc2n1/N=C/c1ccco1	27.5	94.5
NNC(=O)C(Cc1c[nH]c2ccccc12)NC(=O)c1ccccc1 (stereo unspecified)	-7.1	-3.9
COc1ccc(C(CC(=O)Nc2nccs2)n2cccc2)cc1 (stereo unspecified)	2.9	-0.7
O=C(NC(O)C(=O)c1cccs1)c1cccnc1 (stereo unspecified)	8.4	-6.5
Cc1n[nH]c(=O)c2c(NC(=O)CSc3nncs3)oc(C)c12	8.7	-5.4
CC(=O)c1cccc(S(=O)(=O)N2CCN(c3nc4cc(C)cc(C)c4cc3C#N)CC2)c1	30.1	8.4
CCC(C(=O)NC(C)(C)C)N(Cc1cccs1)C(=O)CNS(=O)(=O)c1ccccc1 (stereo unspecified)	-5.7	4.2
CC1(NC(=O)c2cc(Cl)nc3ccccc23)CCS(=O)(=O)C1 (stereo unspecified)	-2.1	1.6
CC1(C(=O)Nc2ccc3c(c2)OCCO3)CCN1Cc1ccccc1OC(F)F (stereo unspecified)	-10.9	4.4
O=C(N/N=C/c1c[nH]c2ccc(Br)cc12)c1ccccn1	1.3	1.4
CC1CCCN(C(=O)Cn2c(=O)oc3cc(S(=O)(=O)N4CCCCC4C)ccc32)C1 (stereo unspecified)	-7.4	-5.1
O=C(Cn1cnc2c(cnn2-c2ccccc2)c1=O)c1ccc(Cl)cc1	-1.6	1.5
COC(=O)C1C(=O)c2c([nH]c(C(=O)OC3CCCC3)c2C)CC1C (stereo unspecified)	16.7	-11.7
O=C(Nc1nc(-c2ccc(F)cc2)cs1)c1ccc(N2C(=O)CCC2=O)cc1	8.2	3.8
Nc1c(C(=O)Nc2cccc(Cl)c2Cl)sc2nc(-c3cccnc3)ccc12	15.3	81.9
CCOc1ccc(CCNC(=O)Cn2c(-c3nonc3N)nc3ccccc32)cc1OCC	56.6*	-6.0*
COCCCN1CN(S(=O)(=O)c2cccs2)c2nc3ccccc3nc21	3.5	-5.9
COc1ccc(NC(=S)NCCCCCC(=O)C[N+](=O)[O-])cc1	-4.3	-5.3

Single entries from the list.
Entry of O=C(Cn1cnc2c(cnn2-c2ccccc2)c1=O)c1ccc(Cl)cc1 in H9c2 TAG inh DAPI viability: 1.5
Entry of CC1(NC(=O)c2cc(Cl)nc3ccccc23)CCS(=O)(=O)C1 (stereo unspecified) in H9c2 TAG inh DAPI viability: 1.6

Additional results:
SMILES	H9c2 TAG inh	H9c2 TAG inh DAPI viability
CC1CN(C(=O)c2ccc(COc3ccccc3Br)o2)CC(C)O1 (stereo unspecified)	3.7	4.1
Cc1cc(NC(=O)CCC(=O)N(Cc2ccco2)C(C(=O)NC2CCCCC2)c2cccs2)no1 (stereo unspecified)	9.3	0.0
COc1ccc(NC(=O)C2CCCN2S(=O)(=O)c2ccc(F)cc2)cc1 (stereo unspecified)	3.3	2.3
c1cc2c3c(cccc3c1)C(N1CCOCC1)=N2	-12.1	17.0
COc1ccc(S(=O)(=O)N2CCOCC2)cc1NC(=O)CSc1ccccc1	16.4	-3.1
CN(C(=O)c1cccc(NC(=O)Cc2ccc(NC(=O)C3CCN(C(=O)C4CCCC4)CC3)cc2)c1)C1CCC1	-9.4	1.8
O=C(CN(Cc1ccccc1)S(=O)(=O)c1ccccc1)N/N=C/c1ccccc1C(=O)O	14.4	-2.8
O=c1cc(/C=C/c2c(F)cccc2Cl)[nH]c2ccccc12	-10.3	33.9
Nc1nonc1C(=O)NCCNc1ccc([N+](=O)[O-])cn1	-5.9	12.8
COc1ccc(N(CC(=O)Nc2ccccc2SC)S(C)(=O)=O)cc1OC	-2.3	9.0
c1ccc2cc(C3OCC4(CCCC4)CO3)ccc2c1	18.8	-2.6
CC(C)(C)c1ccc(C(=O)Nc2ccc(CN3CCS(=O)(=O)CC3)cc2)cc1	-3.3	-2.0
CCOC(=O)NC(NC(=S)Nc1ccc(OC)cc1)C(Cl)(Cl)Cl (stereo unspecified)	0.6	-2.6
CCOc1cc2[nH]c(=O)n(CC3CCC(C(=O)NCCC(C)C)CC3)c(=O)c2cc1OCC (stereo unspecified)	9.1	6.3
COc1cccc(N2C(=O)CC(N3CCc4ccccc43)C2=O)c1 (stereo unspecified)	4.3	11.9
CCC(Sc1nc2ncccc2[nH]1)C(=O)NC1CCCC1 (stereo unspecified)	-3.0	-3.1
CCCN1C(=O)c2cc(C(=O)Nc3ccccc3OC)ccc2C1Nc1ccccc1OC (stereo unspecified)	-3.9	-5.5
OCC#Cc1ncc(C(F)(F)F)cc1Cl	6.1	-6.4
Cc1cc(C)n(-c2ccc(C(=O)OCC(=O)NC(c3ccccc3)c3ccccc3)cc2)n1	-0.1	-5.0
COc1ccc(N2CCCn3c2nc2c3c(=O)n(CCc3ccccc3)c(=O)n2C)cc1	-46.8	-8.3

Retrieved one by one from the list above, six records:
SMILES	H9c2 TAG inh	H9c2 TAG inh DAPI viability
COc1ccc(NC(=O)C2CCCN2S(=O)(=O)c2ccc(F)cc2)cc1 (stereo unspecified)	3.3	2.3
c1cc2c3c(cccc3c1)C(N1CCOCC1)=N2	-12.1	17.0
CC(C)(C)c1ccc(C(=O)Nc2ccc(CN3CCS(=O)(=O)CC3)cc2)cc1	-3.3	-2.0
CCCN1C(=O)c2cc(C(=O)Nc3ccccc3OC)ccc2C1Nc1ccccc1OC (stereo unspecified)	-3.9	-5.5
O=c1cc(/C=C/c2c(F)cccc2Cl)[nH]c2ccccc12	-10.3	33.9
CC1CN(C(=O)c2ccc(COc3ccccc3Br)o2)CC(C)O1 (stereo unspecified)	3.7	4.1

Whole records, looked up by structure:
Entry for `Nc1nonc1C(=O)NCCNc1ccc([N+](=O)[O-])cn1` : H9c2 TAG inh = -5.9; H9c2 TAG inh DAPI viability = 12.8
Entry for `NNC(=O)C(Cc1c[nH]c2ccccc12)NC(=O)c1ccccc1` (stereo unspecified) : H9c2 TAG inh = -7.1; H9c2 TAG inh DAPI viability = -3.9
Entry for `O=C(N/N=C/c1c[nH]c2ccc(Br)cc12)c1ccccn1` : H9c2 TAG inh = 1.3; H9c2 TAG inh DAPI viability = 1.4

The list continues.
SMILES	H9c2 TAG inh	H9c2 TAG inh DAPI viability
CC(C(=O)O)N1C(=O)CSC1=S (stereo unspecified)	-29.2	1.7
CCOc1ccccc1Nc1ccc(C(=O)O)cc1[N+](=O)[O-]	18.4	-4.6
CNC(=O)C(=O)N/N=C/c1ccc(Br)cc1	9.5	-3.8
COc1ccc(-c2nnc(NC(=O)CSc3ccc(C)cc3)s2)cc1OC	-2.8	1.2
CCCN(CCO)Cc1cccc(Oc2ccccc2)c1	5.8	11.5
N#C/C=C(/N)c1ccc(Br)cc1	-5.5	-2.3
CC(C)(C)C(=O)NNC(=O)c1cc(C(C)(C)C)nn1Cc1ccccc1	2.7	-8.0
Cc1cc2cc(CNC(=O)Cc3ccc([N+](=O)[O-])cc3)ccc2n1C	6.4	4.4
Cc1ccsc1C1C(C(=O)O)c2ccccc2C(=O)N1C (stereo unspecified)	4.4	-1.4
CCOC(=O)N1CCN(C(=O)COC(=O)CSc2ccc([N+](=O)[O-])cc2)CC1	-4.2	7.6
CCC1=C(C)CN(C(=O)NCCc2ccc(S(=O)(=O)NC(=O)NC3CCC(C)CC3)cc2)C1=O (stereo unspecified)	14.0	-14.4
COc1ccc(S(=O)(=O)N2CCCCC2)cc1NC(=O)Cc1cccs1	22.7	1.4
CCN(CC)c1c([N+](=O)[O-])c(=O)sc2ccccc12	14.6	2.7
COc1cccc(-c2nc(CS(=O)(=O)CC(=O)NCc3ccccc3)c(C)o2)c1	6.3	-13.0
CCn1cc(C(=O)O)c(=O)c2cc(F)c(N3CCN(C(=S)NC(=O)c4ccccc4F)CC3)cc21	-0.3	-5.7
O=C(COC(=O)/C=C/c1ccc(Cl)cc1)Nc1ccc2[nH]c(=O)[nH]c2c1	-15.5	5.5
O=C(c1cc2ccccc2oc1=O)N(Cc1ccc(F)cc1)C1CCS(=O)(=O)C1 (stereo unspecified)	-0.2	-1.3
CCO[C@@H]1OC(C(=O)N2CCN(Cc3ccccc3)CC2)=C[C@H](c2cn(C(C)=O)c3ccccc23)[C@H]1CCCO	21.1	-0.2
CCCCSc1nc(C)c(C(C)=O)cc1C#N	-15.4	9.2
Cc1onc(-c2c(F)cccc2Cl)c1C(=O)NCC1COc2ccccc2O1 (stereo unspecified)	-8.8	2.9
CN(C)C1=NCCN1CCc1ccc(F)cc1	1.1	2.4
CCC(=O)NC(C)C(c1cccs1)N1CCN(Cc2ccccc2)CC1 (stereo unspecified)	-2.9	0.6
CCOC(=O)c1csc(N)c1-c1ccc([N+](=O)[O-])cc1	-0.2	15.1
N#CC1=C(N)Oc2cc(O)ccc2C1c1ccncc1 (stereo unspecified)	-9.8	-7.7
Cc1ccc([C@H]2C[C@H](O)[C@@H](n3cc(-c4ccc(F)cc4)nn3)CN2CC2CCCCC2)cc1	9.2	1.3
Clc1ccc(/C=C/c2ncc3ccccn23)cc1	-4.2	7.3
C=CC[C@@H](Cc1ccc(F)cc1)C(=O)OC[C@@H]1CCCN1C(=O)[C@H](CC=C)CC(=O)N(CCO)Cc1ccccc1	-15.3	-7.4
O=C(Cn1nnc(-c2ccccc2)n1)Nc1ccc2c(c1)OCO2	-0.4	-3.6
CC1CCc2nc(NC(=O)c3cc(C(C)(C)C)nn3C)sc2C1 (stereo unspecified)	24.3	3.3
CC1CC(C)CN(CCCNC(=O)Cc2c(C(=O)O)[nH]c3ccccc23)C1 (stereo unspecified)	5.2	-10.1
CCOc1ccccc1N1CCN(Cc2ccc(Br)s2)CC1	-15.3	24.5
CC(N)c1csc(NC(=O)c2cc(C(C)(C)C)nn2Cc2ccccc2)n1 (stereo unspecified)	28.1	17.9
CC1(C(=O)NS(=O)(=O)c2ccc(F)cc2F)CCN1C(=O)CC(c1ccccc1)c1ccccc1 (stereo unspecified)	4.2	3.9
COc1ccc(C(=O)OCC(=O)N2CCc3ccccc3C2)cc1OC	-8.0	-4.4
O=c1[nH]c2cc(F)ccc2c2ccc(F)cc12	5.8	0.7
O=C(COC(=O)c1cccc(F)c1)NC1CC1	13.4	0.7
CN(Cc1ccccc1)S(=O)(=O)c1ccc(N2CCOCC2)nc1	-17.2	8.7
CCCCNC(=O)NS(=O)(=O)c1ccc(NS(=O)(=O)c2ccccc2)cc1	9.3	-3.7
O=C(O)CCC(=O)N1N=C(c2ccco2)CC1c1ccco1 (stereo unspecified)	4.6	-1.4
CCOC(=O)NC(=O)CSc1ccc2ccccc2n1	1.2	-3.8
COc1ccc(C(CNC(=O)c2cccc(S(=O)(=O)Nc3ccc(F)cc3)c2)N2CCOCC2)cc1 (stereo unspecified)	12.6	-1.1
Cc1nc(-c2cccc(NC(=O)Cc3ccccc3)c2)cs1	-12.6	0.2
O=C(CCCc1ccccc1)Nc1nccs1	12.7	-10.5
CCNC(=O)COC(=O)c1cc(S(=O)(=O)N2CCCc3ccccc32)ccc1Cl	6.9	-7.8
Cc1ccc(CCNS(=O)(=O)c2cnc[nH]2)cc1	3.0	-7.9
Cc1cccnc1NC(=O)c1ccc2c(c1)NC(=O)C(C)S2 (stereo unspecified)	-5.1	-1.9
COc1ccccc1C(CNC(=O)C(CCSC)NC(=O)c1ccccc1Cl)N1CCCC1 (stereo unspecified)	1.2	9.6
CC(C)CNc1ncnc2c1ncn2[C@H]1CN(Cc2ccc(F)cc2)C[C@@H](CO)O1	2.4	-3.5
CC(C)(C)NC(=O)CSc1nnc(Cc2ccccc2)n1CC1CCCO1 (stereo unspecified)	15.7	-4.5
Cc1cc([N+](=O)[O-])nn1CCCC(=O)Nc1ccc2c(c1)OCO2	6.0	-14.4
COc1cc(C(=O)OCc2nc3ccsc3c(=O)[nH]2)c([N+](=O)[O-])cc1OC	9.7	5.4
CN(C)/C=C/c1oc2ccc(O)cc2c1[N+](=O)[O-]	-10.4	13.0
CCCn1c(=O)n(C)c(=O)c2c(SCC(=O)NCC(c3ccccc3)N(C)C)nc(CC(C)C)nc21 (stereo unspecified)	6.8	2.8
CCOC(=O)c1c(NC(=O)c2nn(C)cc2[N+](=O)[O-])sc(C)c1C	34.5	3.8

Screening results as filed in PubChem BioAssay.
